Screens as filed in PubChem BioAssay.
p-CIP stab down = compounds decreasing mouse p/CIP protein stability. Q05BA5. AID 1984. F442A p/CIP-EGFP cells, EGFP fluorescence, 16 h. decrease of EGFP signal, % at 10 µM. hit rate 0.01% among 290,000;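 active = EGFP signal decrease of at least 30% at 10 µM or well 3 SD below plate mean, unless failing retest; inactive = the rest, including hits failing retest or dose response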; note: some compounds called inactive have numbers as strong as hits; many of its hits are not listed in these tables
IMP-1 inh = inhibitors of Pseudomonas aeruginosa IMP-1 metallo-beta-lactamase; purified IMP-1, nitrocefin hydrolysis, epi-absorbance fluorescence; inhibition, % at 5.6 µM; hit rate 0.45% among 290,000;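 active = inhibition above the mean plus 3 SD of all compounds in the same screening run, cut at about 4.5% in these data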;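 note: 0% = IMP-1 with DMSO and 100% = DMSO wells lacking enzyme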
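System: Purified IMP-1 | Read-out basis: Percent enzyme inhibition | Controls: IMP-1 with DMSO as 0%, enzyme-free DMSO as 100% | Replicates: One well per compound | Doses: 5.6 µM nominal single concentration | Detection: Epi-absorbance fluorescence, 480 nm excitation, 530 nm emission | Incubation: 25 °C, 15 min preincubation, 25 min reaction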
IDE cell activ = boosts human insulin-degrading enzyme activity in HEK cells; AID 493087; FAbeta-B cleavage, fluorescence polarization; 0% vehicle, 100% cell-free pure enzyme wells; activation, % at 5.96 µM; hit rate 0.073% among 340,000;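 active = activation above the mean of all tested compounds plus 3 SD, set per screening campaign, cut at about 17% in these data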
PHOSPHO1 block = blocks human PHOSPHO1 phosphatase activity | AID 1565 | Q8TCT1 | inhibition, % at 13.3 µM | recombinant PHOSPHO1, absorbance phosphatase assay | hit rate 1.1% among 290,000; in the data active = inhibition above about 60%
Target sequence (Q8TCT1 whole entry, looked up): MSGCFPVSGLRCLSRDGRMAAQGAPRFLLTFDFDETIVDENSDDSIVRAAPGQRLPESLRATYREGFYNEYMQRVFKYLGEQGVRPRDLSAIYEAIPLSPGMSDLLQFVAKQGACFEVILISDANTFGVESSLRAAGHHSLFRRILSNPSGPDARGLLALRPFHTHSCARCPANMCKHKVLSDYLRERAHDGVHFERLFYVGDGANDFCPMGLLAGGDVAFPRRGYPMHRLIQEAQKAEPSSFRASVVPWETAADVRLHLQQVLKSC
VIM-2 inh = blocks Pseudomonas aeruginosa VIM-2 metallo-beta-lactamase | purified VIM-2, nitrocefin hydrolysis, epi-absorbance fluorescence | hit rate 0.89% among 290,000 | inhibition, % at 5.6 µM | AID 1527;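 active = inhibition above the mean of all tested compounds plus 3 SD, cutoff set per screening run, cut at about 7.5% in these data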;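 note: red hydrolysis product quenches plate fluorescence so inhibitors raise well fluorescence; 0% = enzyme with DMSO and 100% = DMSO without enzyme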
IDE inh = cellular human IDE inhibition. HEK cells, FAbetaB cleavage, fluorescence polarization. inhibition, % at 5.59 µM. P14735. hit rate 0.41% among 320,000. AID 434962;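 active = percent inhibition above the average of all tested compounds plus 3 SD, set per screening campaign, cut at about 16% in these data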;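 note: IDE supplied by intact live HEK cells; FP after avidin binding of uncleaved biotin substrate so inhibition keeps polarization high; 0% = DMSO wells and 100% = 60 µM reference IDE inhibitor Ii1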
GPR7 antag = human neuropeptides B/W receptor 1 antagonism; P48145; GPR7-expressing cells, fluorescence antagonist assay; inhibition, % at 4.4 µM; hit rate 1.1% among 290,000; in the data active = inhibition above about 16%, passing the limit was not always enough;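 note: cells stimulated with the agonist NPW; 0% = agonist with vehicle and 100% = vehicle without agonist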
Target sequence (P48145 whole entry, looked up): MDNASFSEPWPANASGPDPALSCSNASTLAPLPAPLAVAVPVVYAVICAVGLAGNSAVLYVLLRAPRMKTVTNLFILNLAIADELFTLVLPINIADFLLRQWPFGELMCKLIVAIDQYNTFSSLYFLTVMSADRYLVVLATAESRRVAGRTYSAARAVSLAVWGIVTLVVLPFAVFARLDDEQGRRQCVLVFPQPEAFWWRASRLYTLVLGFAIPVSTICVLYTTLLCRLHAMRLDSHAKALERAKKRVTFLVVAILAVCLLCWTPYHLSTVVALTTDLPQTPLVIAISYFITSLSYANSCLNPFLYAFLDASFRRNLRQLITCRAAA
M18AAP inhibitor = blocks P. falciparum M18 aspartyl aminopeptidase | recombinant PfM18AAP, H-Glu-NHMec fluorogenic cleavage | inhibition, % at 7.35 µM | hit rate 1.2% among 290,000;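 active = inhibition above the campaign mean inhibition over all tested compounds plus 3 SD, cut at about 28% in these data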;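 note: 0% = plate median of test compound wells and 100% = 2 mM ZnCl2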
NALP1 yeast inh = inhibitors of NALP1 inflammasome in yeast; S. cerevisiae NALP1/ASC/caspase-1 growth, X-gal OD620, 72 h; inhibition, % at 10 µM; hit rate 0.61% among 280,000; AID 2071; in the data active = inhibition mostly above about 24%, no sharp cut-off; inactive = mostly below about 32%; note: some compounds called inactive have numbers as strong as hits
An asterisk follows results filed as active; . = not tested or not shown.

Sequence of screens – p-CIP stab down | IMP-1 inh | IDE cell activ | PHOSPHO1 block | VIM-2 inh | IDE inh | GPR7 antag | M18AAP inhibitor | NALP1 yeast inh
> CN(CCC#N)c1ncnc2scc(-c3ccccc3)c12
→ -5 | -4.0 | 2 | 11 | -1.4 | -4 | -12 | -3 | 15
> CCOc1cc(C(=S)N2CCOCC2)ccc1OC(=O)c1ccc(C)cc1
→ -5 | -4.5 | 3 | -17 | -1.5 | 8 | 13 | 1 | 12
> COc1ccnc(CS(=O)c2nc3cc(C(O)(F)F)ccc3[nH]2)c1OC (centres undefined)
→ -5 | -0.2 | -6 | 24 | -1.1 | 3 | 0 | -5 | 25
> CCOC(=O)CCCN1CC(O)=C(c2nc3ccccc3s2)C1=N
→ 0 | -3.0 | -1 | 36 | -3.0 | 1 | -4 | -3 | 32
> CC(=O)N/C(=C/c1ccc2c(c1)OCO2)C(=O)NCCO
→ -7 | -0.1 | 5 | 0 | -2.6 | -1 | -3 | -6 | 23
> O=C(CCCN1C(=O)c2cccc3cccc(c23)C1=O)N1CCc2ccccc2C1
→ -2 | -2.9 | 8 | 25 | -1.3 | 0 | 9 | 2 | -1
> C#CCSc1n[nH]c(=O)n1-c1cccc(C(F)(F)F)c1
→ -14 | -2.9 | 3 | -4 | -2.2 | 3 | -16 | -9 | -4
> CC1(C)NC(=O)N(CC(O)COC2CCCCC2)C1=O (centres undefined)
→ 0 | -3.3 | 4 | 7 | -1.5 | 0 | -6 | 3 | 29
> Clc1ccc2c(NCc3ccccc3)ccnc2c1
→ -15 | -3.5 | -4 | 14 | -2.6 | 11 | 14 | 5 | 32
> Cc1cccc2nc(CNc3ccc(F)cc3)cn12
→ -8 | -4.2 | 5 | 20 | -1.0 | -3 | -4 | 1 | 16
> Fc1ccccc1OCCSc1ncnc2nc[nH]c12
→ 0 | -4.1 | 2 | -3 | -4.5 | 5 | -14 | 5 | 6
> CC(=O)/C(N=Nc1ccc2c(c1)OCO2)=C(\C)O
→ 7 | -2.0 | -4 | 0 | 2.7 | 2 | 0 | -1 | 6
> Cc1c(Cl)cc(-n2cnnn2)cc1[N+](=O)[O-]
→ 6 | -1.8 | -1 | -20 | 0.7 | -3 | -2 | -16 | 9
> CCOc1cccc2sc(N(CCCN(C)C)C(=O)c3ccc(S(=O)(=O)N(C)Cc4ccccc4)cc3)nc12
→ -8 | -1.3 | 7 | 13 | -2.4 | 0 | 15 | 4 | 23
> Cc1ccc(S(=O)(=O)/N=C(\CSC(N)=O)Nc2ccccc2)cc1
→ -10 | -1.2 | -3 | 22 | -2.1 | 0 | -1 | -9 | 10
> Cc1ccc(C)c(NC(=S)N2CCN(c3cccc(C(F)(F)F)c3)CC2)c1
→ -14 | -2.0 | -1 | 39 | -1.1 | 5 | -13 | -5 | 11
> COc1ccc(-n2cc(CNC3CCN(C)CC3)c(-c3cccc(F)c3)n2)cc1
→ 5 | -0.6 | 2 | 11 | 1.8 | 10 | 13 | -2 | 19
> CC(=O)N(C)c1ccc(NC(=S)Nc2cccc3ccccc23)cc1
→ 1 | -2.5 | -10 | 6 | 6.9 | -2 | 5 | -12 | 1
> O=C1CCCN1c1ccc(S(=O)(=O)N2CCCCC2)cc1
→ -2 | -3.1 | -3 | 40 | -0.2 | -1 | -2 | 1 | -4
> COC(=O)COc1ccc(S(=O)(=O)Nc2ccc3c(c2)OCCO3)cc1Cl
→ -3 | 0.0 | 0 | 43 | 0.9 | 4 | 0 | -18 | 10
> Cc1sc2ncn(CC(=O)N(CC(=O)NC3CCCC3)Cc3cccs3)c(=O)c2c1C
→ -5 | -3.1 | 2 | -6 | -0.1 | 4 | -8 | -3 | -30
> O=C(Nc1ccn([C@H]2CC[C@@H](CO)O2)c(=O)n1)c1ccccc1
→ -1 | -3.0 | 3 | -1 | -0.8 | 4 | -3 | 1 | 2
> C=CCOC(=O)C1=C(C)NC(C)=C(C(=O)OCC=C)C1c1cn(-c2ccccc2)nc1-c1ccco1
→ -4 | -3.6 | 5 | 4 | -1.3 | 0 | -13 | -3 | 36
> CCOC(=O)c1cc(C(=O)Nc2ccccc2F)nn1C
→ 0 | -4.0 | -3 | 7 | -5.8 | 3 | -18 | 1 | 1
> CC(C(=O)N1CCCc2ccccc21)N1C(=O)c2ccccc2C1=O (centres undefined)
→ 0 | 0.4 | 2 | 11 | 0.2 | 7 | -5 | 5 | -58
> O=C(COC(=O)c1cc(=O)[nH]c2ccc(Br)cc12)c1ccccc1
→ -10 | -0.4 | 5 | 16 | 3.1 | 6 | 1 | -9 | -7
> Cc1c(Cl)ccc2sc(NC(=O)CN3C(=O)c4ccccc4C3=O)nc12
→ -7 | 0.5 | 6 | -1 | 0.6 | 4 | -6 | -7 | 20
> O=C(NCCCN1CCCC1=O)c1cccs1
→ -15 | -0.7 | -4 | 19 | -4.8 | 0 | 0 | 2 | 16
> COC(=O)c1ccc(OC(=O)c2ccc(OC)cc2)c(OC)c1
→ -1 | -2.7 | 0 | 37 | -2.9 | 1 | -13 | 3 | 2
> Cc1ccc(NC(=O)CSc2n[nH]c(-c3ccco3)n2)cc1
→ 1 | -2.9 | 4 | -12 | -0.3 | 4 | 3 | -13 | 5

Quoted at random: 2 records from the list
Sequence of screens – p-CIP stab down | IMP-1 inh | IDE cell activ | PHOSPHO1 block | VIM-2 inh | IDE inh | GPR7 antag | M18AAP inhibitor | NALP1 yeast inh
> O=C1CCCN1c1ccc(S(=O)(=O)N2CCCCC2)cc1
→ -2 | -3.1 | -3 | 40 | -0.2 | -1 | -2 | 1 | -4
> CC(C(=O)N1CCCc2ccccc21)N1C(=O)c2ccccc2C1=O (centres undefined)
→ 0 | 0.4 | 2 | 11 | 0.2 | 7 | -5 | 5 | -58

(listing goes on)
Sequence of screens – p-CIP stab down | IMP-1 inh | IDE cell activ | PHOSPHO1 block | VIM-2 inh | IDE inh | GPR7 antag | M18AAP inhibitor | NALP1 yeast inh
> O=[N+]([O-])c1ccc(N2CCN(CCO)CC2)cc1Sc1ccccn1
→ -11 | -0.8 | -1 | 38 | -3.9 | 0 | -10 | -5 | 19
> COc1ccc(CCn2c(C)ccc2C)cc1OC
→ 2 | -3.7 | . | 6 | -1.3 | -1 | -3 | -2 | 7
> O=C(Nc1cc([N+](=O)[O-])ccc1F)c1ccc2ccccc2c1
→ -7 | -3.6 | 5 | 24 | -2.2 | 5 | -2 | -8 | 3
> Cc1ccnc(NC(=O)CCC(=O)N(CC(=O)NCc2ccc(F)cc2)c2ccc(F)cc2)c1
→ -20 | -1.0 | -2 | 40 | -1.6 | -1 | -12 | 4 | 10
> CCOC(=O)Cc1csc(NC(NC(=O)OCC)(C(=O)OCC)C(F)(F)F)n1 (centres undefined)
→ . | 0.4 | 4 | . | 0.7 | 2 | -4 | -4 | .
> O=C(Cc1ccccc1)Nc1c(Cl)ccc2nsnc12
→ -9 | -2.6 | . | 20 | -1.4 | 1 | -15 | 0 | 16
> CC1(C)CC(=O)C=C(NNC(=O)c2ccc(N)cc2)C1
→ -8 | -3.1 | 4 | -17 | -4.5 | -7 | 3 | 48* | 10
> CCCOc1ccc(N2C(=O)C3ON(c4ccccc4)C(c4ccc(O)c(OC)c4)C3C2=O)cc1 (centres undefined)
→ -6 | -0.2 | 4 | -7 | 0.3 | 1 | 0 | 8 | 12
> COC(=O)c1ccc(C(=O)Nc2nc3cc(N)c(C)cc3s2)cc1
→ -8 | -0.2 | 6 | 39 | -0.7 | -2 | -2 | -1 | 2
> Cc1sc(NC(=O)/C=C/C(=O)O)c(C(N)=O)c1-c1ccc(C(C)(C)C)cc1
→ -13 | -0.4 | -3 | 3 | 1.3 | -3 | 7 | -4 | 10
> O=C(COC(=O)c1cccc(-n2cnnn2)c1)Nc1c(Cl)cccc1C(F)(F)F
→ 12 | -1.6 | 1 | 0 | -0.7 | 4 | 8 | 0 | 2
> Nc1nn(-c2cccc(F)n2)cc1-c1ccc(Cl)cc1
→ 5 | -1.3 | 3 | 28 | -2.4 | . | -11 | 1 | 5
> COc1cc(NC(=O)C2=CC(c3cccs3)=NS(=O)(=O)N2C)cc(OC)c1OC
→ -6 | -3.6 | 11 | -25 | -0.5 | 0 | 5 | 10 | 11
> Cc1cc(NC(=O)CCC(=O)N(Cc2ccco2)C2(C(=O)NC3CCCC3)CCCCC2)no1
→ -16 | 0.2 | 1 | 32 | 0.7 | 1 | 7 | -8 | 22
> CC1CCc2c(sc(NC(=O)CSc3nnc(-c4ccccc4)o3)c2C#N)C1 (centres undefined)
→ -6 | 1.1 | 3 | -3 | 0.2 | -5 | -7 | -10 | 20
> CCCCn1cc(C(C)(C)C)c(C#N)c1NC(C)=O
→ -4 | -2.6 | 3 | 11 | -0.4 | -1 | -7 | 12 | -20
> O=C(c1cc2cc(Br)ccc2o1)N1CCOCC1
→ -8 | -2.2 | -3 | 37 | -2.0 | 0 | -16 | 0 | -9
> O=C1CC(c2nc3ccccc3[nH]2)CN1c1ccccc1 (centres undefined)
→ -11 | -7.0 | -1 | -11 | -2.4 | 2 | 3 | 3 | .
> Cc1ccc(C(=O)CN(C(=O)c2ccc(Cl)cc2)N2C(=O)CCC2=O)cc1
→ 6 | -2.1 | 6 | 11 | -2.5 | 2 | -1 | -2 | 9
> COC(=O)c1[nH]c(C)c(/C(O)=C2\C(=O)C(=O)N(CCN(C)C)C2c2ccccc2OC)c1C (centres undefined)
→ -15 | -0.5 | -3 | 16 | 1.0 | -4 | 3 | 2 | .
> COC(=O)C(C)N1C(=O)S/C(=C/c2cc(C)n(C(C)C)c2C)C1=O (centres undefined)
→ -8 | -1.7 | 3 | -13 | -0.9 | -1 | -5 | 3 | .
> COc1ccc(C(=O)OCC(=O)N2CCCCC2)cc1[N+](=O)[O-]
→ -2 | -1.0 | 3 | 5 | 0.8 | 8 | -2 | 0 | 8
> CCOc1ccccc1C(C(=O)NCCOC)N(CCOC)C(=O)Cn1nnc2ccccc21 (centres undefined)
→ 9 | -2.9 | 0 | 31 | -3.7 | -6 | -9 | -10 | 5
> COc1ccc(Cl)cc1C(=O)NCCN1CCOCC1
→ -15 | 2.3 | 2 | 19 | 5.2 | -5 | 12 | 3 | 15
> C/C(=N/N=C(/N)SCc1ccccc1)C(C)(C)C
→ 0 | -1.1 | 3 | 30 | -0.1 | 5 | 5 | -9 | -4
> CNC(=O)C(=O)N/N=C/c1ccccn1
→ 6 | -2.7 | 6 | 3 | -3.3 | -1 | -13 | -9 | -7

Entries above that contain a nitro group on carbon:
Sequence of screens – p-CIP stab down | IMP-1 inh | IDE cell activ | PHOSPHO1 block | VIM-2 inh | IDE inh | GPR7 antag | M18AAP inhibitor | NALP1 yeast inh
> Cc1c(Cl)cc(-n2cnnn2)cc1[N+](=O)[O-]
→ 6 | -1.8 | -1 | -20 | 0.7 | -3 | -2 | -16 | 9
> O=[N+]([O-])c1ccc(N2CCN(CCO)CC2)cc1Sc1ccccn1
→ -11 | -0.8 | -1 | 38 | -3.9 | 0 | -10 | -5 | 19
> O=C(Nc1cc([N+](=O)[O-])ccc1F)c1ccc2ccccc2c1
→ -7 | -3.6 | 5 | 24 | -2.2 | 5 | -2 | -8 | 3
> COc1ccc(C(=O)OCC(=O)N2CCCCC2)cc1[N+](=O)[O-]
→ -2 | -1.0 | 3 | 5 | 0.8 | 8 | -2 | 0 | 8
